High-throughput results as filed in PubChem BioAssay.
mHTT-CaM PPI inh – disrupts binding of mutant huntingtin to calmodulin. P42858. AlphaScreen His-mHTT/GST-CaM binding, luminescence. inhibition, % at 15 µM. hit rate 3.6% among 190,000. AID 1671202;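 also: 0% = both proteins with DMSO and 100% = one protein alone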
Pf apPOL block – Pf-apPOL DNA polymerase inhibition; Recombinant Pf-apPOL, molecular beacon fluorescence, 1.5 h; inhibition, % at 10 µM; hit rate 0.25% among 210,000; AID 1794808
* marks the source's active call; other numbers are inactive results; . = no result given; & = joins results of further samples. Rule as the data show it: active = inhibition above about 50%; inactive = the rest. No enrichment for hits. Share with any hit: about 3.7%.

Values run as follows: mHTT-CaM PPI inh | Pf apPOL block
#1 Cc1ccc(C(=O)Nc2c3c(nn2-c2cccc(Cl)c2)CSC3)cc1[N+](=O)[O-]
  -1 | -5
#2 COc1cc(C2=N/C(=C\c3cc(Br)cs3)C(=O)O2)cc(OC)c1OC
  0 | -4
#3 CCN1c2cc(F)ccc2C(=O)NC12CCN(C(=O)c1cccc(Cl)c1)CC2
  3 | -5
#4 Cc1ccc(NC(=O)C2CC(=O)N(c3ccccc3C)C2)cc1Cl (stereo not drawn)
  11 | -3
#5 CN(C)c1ncncc1N1CCC(C(=O)N2CCN(c3cccc(Cl)c3)CC2)CC1
  74* | -3
#6 COCCN(Cc1ccsc1)C(=O)NCc1cccs1
  -19 | -4
#7 O=C(CSc1nc2ccc([N+](=O)[O-])cc2[nH]1)NCCOC12CC3CC(CC(C3)C1)C2
  14 | 0
#8 O=C1NN=CC1CCCNC(=S)Nc1cccc(C(F)(F)F)c1 (stereo not drawn)
  . | -3&-5
#9 O=S(=O)(Cc1ccc(Cl)cc1)c1ccc(NC2CCCC2)nn1
  1 | -4
#10 CCOc1ccccc1NS(=O)(=O)N(C)C
  -6 | -1
#11 COc1ccc(NC(=O)C(CCS(C)(=O)=O)NC(C)=O)c(OC)c1 (stereo not drawn)
  7 | -6
#12 Cc1ccc(C(=O)Nc2cccc3c2CCCC3)c(Cl)c1
  -5 | -14
#13 CCCn1c(C)cc(=O)c2cc(NC(=O)c3ccccn3)ccc21
  42 | 0
#14 c1ccc(CCn2c(-c3ccccc3)csc2=Nc2ccccc2)cc1
  1 | .
#15 O=C(NCc1ccncc1)C1CCN(c2cncnc2N2CCOCC2)CC1
  0 | -2
#16 COc1ccc(Nc2cc(C(=O)N3CCSCC3)nc3ccccc23)cc1
  25 | -12
#17 Cc1c(-c2cc(C(F)F)c3c(C4CC4)nn(C)c3n2)cnn1C
  -3 | .
#18 COc1cccc(N2C(=O)C3CCCN3C2c2ccc(C)o2)c1 (stereo not drawn)
  5 | -5
#19 O=C1c2ccccc2C(=O)N1CCCC(=O)n1ccc2ccccc21
  -1 | -1
#20 CC(C)Oc1ccc(C(O)=C2C(=O)C(=O)N(CCN(C)C)C2c2cccs2)cc1 (stereo not drawn)
  3 | -9

Brought forward from above: 3 compounds, then new ones.
Values run as follows: mHTT-CaM PPI inh | Pf apPOL block
#18 COc1cccc(N2C(=O)C3CCCN3C2c2ccc(C)o2)c1 (stereo not drawn)
  5 | -5
#19 O=C1c2ccccc2C(=O)N1CCCC(=O)n1ccc2ccccc21
  -1 | -1
#20 CC(C)Oc1ccc(C(O)=C2C(=O)C(=O)N(CCN(C)C)C2c2cccs2)cc1 (stereo not drawn)
  3 | -9
#21 COc1cccc(C=Nc2cc(C)cc(C)c2O)c1O
  50* | -4
#22 CCC(Sc1nc2n[nH]c(C)c2c(=N)n1-c1ccc(OC)cc1)C(=O)Nc1ccccc1OC (stereo not drawn)
  30 | 0
#23 CCc1ccc(OCCS(=O)(=O)Nc2cccc(C)c2C)cc1
  -51 | -11
#24 CCC(Oc1ccccc1)C(=O)Nc1c(F)c(F)c(F)c(F)c1F (stereo not drawn)
  -18 | -4
#25 Cc1ccsc1C1C(C#N)=C(N)SC(N)=C1C#N
  18 | 7
#26 CC1(c2ccc(Cl)cc2)CC(C)(C)N(C(=O)CSC#N)c2ccccc21 (stereo not drawn)
  5 | -11
#27 COc1cccc(C=Nc2ccc3oc(-c4cccc(F)c4)nc3c2)c1O
  1 | -1
#28 O=C(c1cccs1)N1CCN(Cc2c[nH]c3ccccc23)CC1
  10 | 8
#29 O=C(NCCc1ccc(Cl)cc1Cl)C1CC(=O)N(c2ccccc2)C1 (stereo not drawn)
  -4 | -6
#30 CCC(=O)N1CCc2cc(Br)cc(S(=O)(=O)Nc3cc(Cl)ccc3C)c21
  1 | -6
#31 Cc1c(C)c(C)c(C(=O)Nc2c(Cl)cccc2Cl)c(C)c1C
  -7 | 4
#32 COc1ccc(OC)c(S(=O)(=O)n2cnc3cc(C)c(C)cc32)c1
  8&10&6 | -13&-1&-2
#33 CCS(=O)(=O)c1ccc(O)c(NC(=O)Nc2ccc(C(C)(C)C)cc2)c1
  . | -3
#34 CC1CCN(C(=O)c2ccc(-c3cnc(NC4CCCCC4)nc3)cc2)CC1
  -7 | 1
#35 COc1cccc(C(=O)N2CCN(c3ccc([N+](=O)[O-])c(NCc4ccccc4)c3)CC2)c1
  10 | -10
#36 CC1(C)CC(NS(=O)(=O)c2cccc3ccccc23)CC(C)(C)N1
  -7 | -5
#37 C=CCn1c(SCCC)nc(O)cc1=O
  -7 | -1
#38 CCCCN1N=C(C(=O)N2CCC(C)CC2)S(=O)(=O)c2ccc(C)cc21
  4 | -2
#39 CCN1c2cc(F)ccc2C(=O)NC12CCN(C(=O)c1ccc(C)cc1)CC2
  -8 | 1
#40 Cc1ccc(CC(=O)N2CCCC2COc2ccc(C(=O)NC3CC3)cc2)cc1 (stereo not drawn)
  -4 | 10
#41 CCC(C)C(=O)N1CCC2(CC1)Nc1cccnc1NC2=NC(C)(C)C (stereo not drawn)
  -1 | -2
#42 CN(C)C(=O)c1ccc2c(c1)N(S(=O)(=O)c1ccccc1F)CC2
  -2 | 0
#43 COc1cc(Nc2ncc3c(n2)CCN(Cc2ccc(F)cc2)C3)cc(OC)c1
  -1 | -3
#44 Cc1cc(N2CCN(CC(=O)c3ccc(Cl)cc3)CC2)c2ccccc2n1
  . | -13
#45 COc1ccccc1C(=O)N1CCC(CCOc2cccc(F)c2)CC1
  18 | -1
#46 CC1CCN(c2ccc([N+](=O)[O-])c(SCCO)c2)CC1
  24 | -6
#47 COc1ccccc1CNC(=O)c1ccc(N(Cc2ccc(C)cc2)S(C)(=O)=O)cc1
  14 | 2
#48 Cc1cc(-c2ccccc2)nc2cc(C(=O)N3CCCc4ccccc43)nn12
  40 | 0
#49 COc1ccc(CNc2ccccc2SC)cc1
  -28 | 2
#50 O=C(NC(Nc1cccc([N+](=O)[O-])c1)C(Cl)(Cl)Cl)c1cccc([N+](=O)[O-])c1 (stereo not drawn)
  54* | -2
#51 CCC(=O)N1CCN(c2nc3c(s2)CC(C(=O)Nc2cccc(Cl)c2)CC3)CC1 (stereo not drawn)
  17 | -1
#52 CCCOc1cccc(C(=O)Nc2c(C)cccc2C)c1
  -5 | -2
#53 CC1=C2CCCC2CCC1=NNC(N)=O (stereo not drawn)
  . | -2
#54 Cc1ccc(C=Nc2ccc(S(=O)(=O)Nc3ccccn3)cc2)cc1
  -3 | -11
#55 O=C(Nc1nc(-c2nc3ccccc3s2)cs1)C1COc2ccccc2O1 (stereo not drawn)
  15 | 0
#56 Cc1ccc(-n2nc(C(C)C)c(C(=O)N3CCOCC3)c2C(C)C)cc1
  11 | -6
#57 CC1=CC(=C2N=C(c3ccccc3)OC2=O)C=C(C)O1
  3 | -7
#58 Cc1nn2c(-c3ccccc3)csc2nc1=O
  2 | -3
#59 CC1CCCN(C(=O)c2ccc(-n3cccn3)nc2)C1 (stereo not drawn)
  -7 | -2
#60 Cc1nnc2ccc(OCCNS(C)(=O)=O)nn12
  -6 | -4
#61 Cc1ccccc1C(=O)N1CCCN(c2ccc(NC(=O)C(C)(C)C)cn2)CC1
  1 | -6
#62 Cc1ccc2[nH]cc(CCN3CC(C(=O)NCc4ccccc4Cl)CC3=O)c2c1 (stereo not drawn)
  16 | 0
#63 COc1cc(C=CC(=O)c2c(-c3ccccc3)c3cc(Cl)ccc3[nH]c2=O)cc(OC)c1OC
  100* | 1
#64 CCNC(=O)Nc1ccccc1N1CCCN(Cc2ccccc2Cl)C1=O
  -4 | -3
#65 Cn1nc(-c2nc(-c3cccc(F)c3)no2)c2c1CCN(C(=O)C1(c3ccccc3)CC1)C2
  -12 | -4
#66 CC1CCN(C(=O)c2ccc3c(c2)CC(=O)N3Cc2ccc(F)cc2)CC1
  15 | -6
#67 O=C(NCCCN1CCCCC1)C1CCN(c2cncnc2N2CCCCC2)CC1
  10 | -2
#68 NNC(=O)c1nc(COc2ccccc2Cl)no1
  . | -3&15
#69 CC(=O)Nc1ccc(NC(=O)c2cccs2)c(Cl)c1
  -4 | -1
#70 COc1ccccc1C(=O)Nc1c2c(nn1-c1ccccc1)CSC2
  -11 | -3
#71 COc1ccccc1CNC(=O)c1cn2c(n1)CCCC2
  5 | 0
#72 Cc1nc2cc(N3CC(C(=O)NCc4ccc(F)c(Cl)c4)CC3=O)ccc2o1 (stereo not drawn)
  1 | -5
#73 CC(=O)Nc1cccc(N2CC(C(=O)Nc3ccccc3)CC2=O)c1 (stereo not drawn)
  -4 | -2
#74 Cc1ccc(O)c(C2NC(=O)c3c(sc(C)c3C)N2)c1 (stereo not drawn)
  72* | -6
#75 CCOCC(=O)NCc1cc(C)oc1C
  -15 | -4
#76 NC(=Nc1ccc(Cl)c(Cl)c1)c1ccccc1
  . | -7
#77 COC(CNC(=O)c1ccc(N2CCN(c3ccccn3)CC2)c([N+](=O)[O-])c1)OC
  9 | 2
#78 CC(=O)Nc1ccc(NCN2C(=O)C3C4CCC(C4)C3C2=O)cc1 (stereo not drawn)
  1 | 1
#79 Cc1cc(C)n(CC(O)COc2ccc3cc(Br)ccc3c2)n1 (stereo not drawn)
  -6 | -10
#80 Cn1c(SCC(=O)NCc2ccc(F)cc2)nc2c([nH]c3ccccc32)c1=O
  0 | 2

Continued.
Values run as follows: mHTT-CaM PPI inh | Pf apPOL block
#81 Cc1ccccc1OCC(O)CN(C)C (stereo not drawn)
  2 | -7
#82 Cc1cc(NCC(O)c2ccc([N+](=O)[O-])cc2)nc(-n2nc(C)cc2C)n1 (stereo not drawn)
  97* | -2
#83 O=c1c2c(nc3cc[nH]n13)CCN(S(=O)(=O)c1ccccc1Cl)C2
  -4 | -2
#84 O=C(NCc1[nH]nc2ccccc12)c1ccc2c(c1)OCO2
  1 | -1
#85 O=S(=O)(NCCSCc1ccco1)c1cc(S(=O)(=O)c2ccccc2)cs1
  . | -2
#86 Cc1ccc(C(C)C)c(OCc2nnc3c4cnn(Cc5ccccc5)c4ncn23)c1
  -6 | -3
#87 C=CCOc1ccc(/C=c2\sc3nc(-c4ccc(OCC)cc4)nn3c2=O)cc1OC
  -2 | 7
#88 CC12CC(NC(=O)N1c1ccccc1)c1cc(Br)ccc1O2 (stereo not drawn)
  15 | -3
#89 O=C(Nc1ccc(N2CCN(C3CCCCC3)C2=O)nc1)c1ccc(F)cc1
  1 | -1
#90 COc1ccc(-c2ncc3c(n2)CCN(C(=O)Nc2cc(Cl)ccc2C)C3)cc1
  -8 | -3
#91 Nc1nc(CSc2ncnc3nc[nH]c23)nc(Nc2ccccc2)n1
  9 | .
#92 CN1CCN(CCCNC(=O)c2ccnc(N3CCNC(c4ccccc4)C3)c2)CC1 (stereo not drawn)
  5 | -3
#93 COc1ccc(-n2c(CN3CCN(CCO)CC3)nc3ccc([N+](=O)[O-])cc3c2=O)c(OC)c1
  6 | -4
#94 COc1ccc(CNC(=O)C2CCCN(c3cn[nH]c(=O)c3)C2)c(OC)c1 (stereo not drawn)
  6 | -1
#95 COc1cc(CN2CCCC2c2cc(C(C)C)on2)ccc1OCC(N)=O (stereo not drawn)
  -2 | -1
#96 O=c1oc(/C=C/c2ccc([N+](=O)[O-])cc2)nc2ccc(Br)cc12
  3 | -9
#97 COc1ccc(S(=O)(=O)n2c(SCc3ccccn3)nc3ccccc32)cc1
  -7 | -4
#98 CC(C)Cn1c(=O)c2c(ncn2Cc2ccccc2)n(-c2ccc(F)cc2)c1=O
  -3 | 0
#99 Cc1nn(C(=O)c2cccnc2)c(C)c1Sc1ccc(Cl)cc1
  38 | -3
#100 Brc1cccc(C2CC(c3cccs3)n3ncnc3N2)c1 (stereo not drawn)
  0 | -4

Whole records from above. Values in the order: mHTT-CaM PPI inh, Pf apPOL block
Entry for O=c1oc(/C=C/c2ccc([N+](=O)[O-])cc2)nc2ccc(Br)cc12 → 3, -9
Entry for O=c1c2c(nc3cc[nH]n13)CCN(S(=O)(=O)c1ccccc1Cl)C2 → -4, -2
Entry for COc1ccc(CNC(=O)C2CCCN(c3cn[nH]c(=O)c3)C2)c(OC)c1 (stereo not drawn) → 6, -1
Entry for COc1ccc(-n2c(CN3CCN(CCO)CC3)nc3ccc([N+](=O)[O-])cc3c2=O)c(OC)c1 → 6, -4

Results in sequence from the list.
Pf apPOL block, compounds 68–74, in order: -3&15, -1, -3, 0, -5, -2, -6
mHTT-CaM PPI inh, compounds 68–74, in order: ., -4, -11, 5, 1, -4, 72*

Returning to the listing; the 4 compounds before the break are reprinted first.
Values run as follows: mHTT-CaM PPI inh | Pf apPOL block
#97 COc1ccc(S(=O)(=O)n2c(SCc3ccccn3)nc3ccccc32)cc1
  -7 | -4
#98 CC(C)Cn1c(=O)c2c(ncn2Cc2ccccc2)n(-c2ccc(F)cc2)c1=O
  -3 | 0
#99 Cc1nn(C(=O)c2cccnc2)c(C)c1Sc1ccc(Cl)cc1
  38 | -3
#100 Brc1cccc(C2CC(c3cccs3)n3ncnc3N2)c1 (stereo not drawn)
  0 | -4
#101 CCN(CC)c1nc(C)nc2sc(C(=O)Nc3c(F)cccc3F)c(C)c12
  -4 | -2
#102 O=C1COCC(=O)N1c1ccc2c(c1)OCO2
  . | -3
#103 Cc1cccc2nnc(N3CCCC(C(=O)NCc4ccc(N5CCCCC5)cc4)C3)n12 (stereo not drawn)
  24 | -4
#104 CCc1ccc(CNC(=O)CN2CCN(C(=O)Nc3ccc(Cl)cc3)CC2=O)cc1
  -2 | -5
#105 COC(=O)c1ccc(S(=O)(=O)NNC(=O)c2c(O)c3sccc3[nH]c2=O)n1C
  . | 29
#106 O=C(NCC1CCN(c2ncccn2)CC1)c1ccc2c(c1)OCO2
  -3 | -4
#107 COc1ccc(C(C)NC(C)=O)cc1OC (stereo not drawn)
  -8 | -6
#108 COc1cccc(CNC(=O)c2ccc(-c3cccnc3)cc2)c1
  0 | -11
#109 CN1C(=O)c2ccccc2S12OC(=O)c1cccc3cccc2c13 (stereo not drawn)
  . | -5&-5
#110 COc1cc2cc(C(=O)NC3CCCCC3)cc(-c3ccc(C)cc3)c2cc1OC
  18 | -6
#111 O=C(Nc1ccc2c(c1)OCO2)N(CCc1cccs1)C1CC1
  -7 | -4
#112 CCOC(=O)C1CCCN(C(=O)C2=CCCC2)C1 (stereo not drawn)
  4 | -4
